# TNAP activation fold – human TNAP enzyme activators, primary screen, biochemical, luminescent, no phosphate acceptor, uHTS (AID 1001); purified TNAP, luminescent activation assay, no phosphate acceptor; higher activation fold means a stronger effect; activation fold at 20 µM; hits with a dose series show EC50 in µM; 200,000 compounds, 0.03% hits; in the data active = activation fold from about 3, or a potency from the dose series; inactive = the rest, 99 in 100 with activation fold below about 1.6; note: many of its hits are not listed in these tables
# RSV CPE inhibition – RSV antiviral activity via CPE protection, HEp-2 cells, primary 10 µM value included (AID 2391) | CPE inhibition, % at 10 µM, or IC50 in µM where a hit was titrated | HEp-2 cells, RSV-induced CPE inhibition; higher % means a stronger effect | 310,000 compounds, 0.13% hits; in the data active = a potency from the dose series; inconclusive = CPE inhibition mostly from about 23% at the one dose, without a potency; inactive = the rest, 99 in 100 with CPE inhibition below about 21%; note: strong numbers were not always called active
# T cell modulator – T cell immune modulators affecting CD8 T cell-vesicle binding; AID 2052; 330,000 compounds, 0.068% hits; 2C CD8+ T cell-vesicle binding, flow cytometry; active compounds read low; calls only at 7 µM;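 active = response, share of CD8 T cells binding vesicles, and their 90th percentile fluorescence all below set limits, cut at about 80% in these data, passing the limit was not always enough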
#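 Also added: QL9-peptide-loaded Drosophila micro-vesicles bearing Ld, ICAM-1 and B7-1; Test system: purified 2C TCR transgenic mouse naive CD8+ T cells; Measured by: cytometric PE anti-B7-1 and Alexa647 anti-CD8 signals after 1% paraformaldehyde fixation; Timing: binding step 1.5 h, 37 °C, antibody labelling 20 min, ice.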
# K1F lysis inhibition – protection from phage-mediated lysis, alamar blue read-out – E. coli UTI89, K1F phage, bacterial capsule biogenesis inhibitors (AID 488966); E. coli UTI89 K1F phage lysis, alamar blue, 2 h; higher % means a stronger effect; inhibition, % at 100 µM, or IC50 in µM where a hit was titrated; 340,000 compounds, 0.02% hits;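 active = phage lysis inhibition, versus mean bacterial control, above a set limit; inconclusive = no clear call, values can overlap the other calls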;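 note: capsule biogenesis inhibitors block K1F phage lysis so surviving cells raise fluorescence; higher fluorescence means more inhibition of phage lysis; actives were called in the ten point dose series up to 300 µM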
# M1AAP inhibition – P. falciparum M1AAP inhibitors, biochemical, fluorogenic H-Leu-NHMec substrate, 1536-well (AID 1445). recombinant M1AAP, H-Leu-NHMec fluorogenic kinetic assay; higher % means a stronger effect. inhibition, % at 30 µM; hits with a dose series show IC50 in µM. 220,000 compounds, 0.42% hits;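 active = primary inhibition above the hit cutoff, then over 50% inhibition at one or more dose response concentrations, cut at about 23% in these data, passing the limit was not always enough; inconclusive = conflicting primary data, or primary hits not chosen for dose response; inactive = low primary inhibition, or under 50% at every dose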;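 note: plate controls were DMSO full reaction for no effect and no enzyme background for full effect; strong numbers were not always called active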
# human PMI inhibitors – MPI inhibition at elevated mannose 6-phosphate – biochemical, fluorescence intensity, high mannose 6-phosphate, primary screen (AID 1220); recombinant PMI enzyme, coupled fluorescence intensity; higher % means a stronger effect; 190,000 compounds, 0.66% hits; one-dose inhibition, % at 20 µM; IC50 in µM for titrated hits
# human PMI inhibition – MPI enzyme activity inhibition – biochemical, fluorescence intensity, coupled assay, primary screen (AID 1209) | 190,000 compounds, 0.42% hits | purified PMI enzyme, coupled fluorescence intensity; higher % means a stronger effect | one-dose inhibition, % at 20 µM; IC50 in µM for titrated hits;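 note: plate controls were DMSO vehicle for no effect and wells lacking substrate for full effect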
# M17LAP inhibition – P. falciparum M17LAP inhibitors, primary screen, biochemical, fluorogenic H-Leu-NHMec substrate, 1536-well (AID 1619); recombinant M17LAP, H-Leu-NHMec fluorogenic kinetic assay; higher % means a stronger effect; inhibition, % at 30 µM; hits with a dose series show IC50 in µM; 220,000 compounds, 0.38% hits;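 active = compound inhibiting the enzyme by more than half at any dose during confirmatory dose-response retesting; inconclusive = strong single-dose inhibitors picked by rank but not retested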;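 note: plate controls were full reaction with DMSO carrier for no effect and no enzyme background for full effect; strong numbers were not always called active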
# West Nile antiviral – West Nile virus antiviral activity, cell-based, CPE readout (AID 1621) | West Nile virus-infected cells, CPE inhibition; higher % means a stronger effect | CPE inhibition, % at 10 µM; hits with a dose series show IC50 in µM | 290,000 compounds, 0.02% hits; in the data active = a potency from the dose series; inconclusive = CPE inhibition mostly from about 3.7% at the one dose, without a potency; inactive = the rest, 99 in 100 with CPE inhibition below about 2.2%; note: strong numbers were not always called active
# T cell modulator vesicle-bound % – also measured in T cell modulator; calls as there; double positive events, %; measured here: CD8+ vesicle-bound cell fraction;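 binding gate set so that unloaded-vesicle control wells show 10% double positive cells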
# Active calls of the source: *; i = inactive; ? = inconclusive; nt = no result given; [ ] = dose if it differs, or a comment. Cut-off read from the data, not from the text of the source, unless noted: active = inhibition above about 50%; inactive = the rest. Rows are unselected (roughly 1.5% active in at least one column).
SMILES,TNAP activation fold,RSV CPE inhibition,T cell modulator,T cell modulator vesicle-bound %,K1F lysis inhibition,M1AAP inhibition,human PMI inhibitors,human PMI inhibition,M17LAP inhibition,West Nile antiviral
O=C(Cn1c(=O)n(Cc2ccco2)c(=O)c2c3c(sc21)CCCCC3)Nc1ccccc1,1.1,13%,i,8,-0.3%,11%,-1%,22%,52%,-0.3%
Cc1cc(Br)ccc1NC(=O)CN(C)C(=O)c1cc(S(=O)(=O)N(C)C)ccc1N1CCCC1,nt,2.8%,i,21,-0.2%,nt,nt,nt,nt,-0.4%
CC(C)OC(=O)CCCCCN1C(=O)CSC1=S,1.3,1.9%,i,66,2.8%,6%,6%,7%,-3%,?
O=C(NCCCc1ccccc1)c1cnc2n(c1=O)CCS2,1.1,1.1%,i,12,-0.1%,2%,2%,5%,5%,-0.2%
CC(/C=C/c1ccccc1)=N\Nc1nc(C)cc(C)n1,1.1,6.2%,i,36,9.0%,1%,-48%,-39%,15%,-1.5%
CN(C)CCCNC(=S)NCC(c1ccc(Cl)cc1Cl)c1c[nH]c2ccccc12 (stereo not drawn),nt,-2.6%,i,39,-2.3%,nt,nt,nt,nt,-1.7%
O=C(Nc1nnc(C2CC2)s1)c1cccs1,nt,1.9%,i,18,-0.1%,nt,nt,nt,nt,0.2%
CC(=O)CSc1nnc2cc(C)c3ccccc3n12,1,0.9%,i,24,-0.5%,6%,14%,10%,16%,-1.1%
Cc1ccc(Nc2nc(N)c(C#N)c(CC#N)c2C#N)cc1,1.2,2.4%,i,17,0.0%,1%,26%,2%,-4%,-0.8%
COc1ccc(N(C(=O)c2ccco2)C(C(=O)NC2CCCC2)c2cc(OC)c(OC)c(OC)c2)cc1 (stereo not drawn),nt,4.0%,i,35,0.0%,nt,nt,nt,nt,1.1%
CCn1c(=O)c2ccccc2n2c(SCC(=O)N3CCc4ccccc4C3)nnc12,0.9,0.4%,i,18,0.5%,-2%,-11%,-9%,0%,0.4%
CN(C)CCCNC(=O)CCC1CCCCC1,1.1,-1.1%,i,36,1.4%,0%,6%,9%,1%,0.1%
CCOC(=O)N1CCN(C(c2ccccc2)c2sc3nc(C)nn3c2O)CC1 (stereo not drawn),1,-0.2%,i,22,7.3%,5%,-3%,-3%,11%,-1.0%
Cc1ccc2c(c1)[nH]c1c(=O)n(CCC3=CCCCC3)cnc12,1,nt,nt,nt,nt,5%,-4%,-16%,2%,-0.1%
COc1cc(Br)c(C2CC(=O)Nc3cc(OC)c(OC)cc32)cc1OC (stereo not drawn),nt,1.1%,i,53,-2.2%,nt,nt,nt,nt,-0.4%
Cc1cc(C(F)(F)F)c(C#N)c(SCC(=O)NC2CC2)n1,1,1.2%,i,40,1.6%,8%,-1%,-10%,7%,0.2%
COC(=O)c1ccc(CC(=O)c2c(C)cc(O)cc2O)o1,1.1,-0.4%,i,5,-0.4%,15%,51%*,19%,17%,0.3%
COC(=O)c1cc(OC)c(OC)cc1NC(=O)c1cc(C(C)(C)C)oc1C,nt,nt,i,35,0.7%,3%,nt,nt,1%,-0.3%
COc1ccc(-n2nc3c(c2NC(=O)c2ccc(S(=O)(=O)N4CCOCC4)cc2)CS(=O)(=O)C3)cc1,1,0.7%,i,3,0.3%,5%,-2%,-11%,5%,1.0%
OCCC1CN(Cc2cccc(-n3cccn3)c2)CCN1Cc1ccccc1 (stereo not drawn),1.1,-1.9%,i,32,0.2%,3%,4%,11%,-4%,-1.2%
Cc1nc2cc(NC(=O)N(C)c3ccc4ccccc4c3)ccc2o1,1.1,13%,i,39,2.5%,5%,15%,22%,0%,0.5%
CCCCCCn1c(CN2CCCCC2CC)nc2c1c(=O)n(C)c(=O)n2C (stereo not drawn),1.1,2.7%,i,44,4.5%,1%,18%,19%,-11%,-0.4%
O=C(NCCc1ccccn1)C1CCCN1S(=O)(=O)c1ccc(Cl)cc1 (stereo not drawn),nt,1.1%,i,21,3.6%,nt,nt,nt,nt,0.4%
O=C(COc1ccc(S(=O)(=O)N2CCOCC2)cc1)NC1CCCC1,1.1,0.8%,i,11,0.9%,-2%,7%,6%,-7%,-0.2%
COc1ccc(NS(=O)(=O)c2ccc3oc(SCc4ccc(F)cc4)nc3c2)cc1,1,2.0%,i,52,1.7%,0%,9%,19%,0%,-1.6%

# Molecules above that have a Cl atom (two):
SMILES,TNAP activation fold,RSV CPE inhibition,T cell modulator,T cell modulator vesicle-bound %,K1F lysis inhibition,M1AAP inhibition,human PMI inhibitors,human PMI inhibition,M17LAP inhibition,West Nile antiviral
CN(C)CCCNC(=S)NCC(c1ccc(Cl)cc1Cl)c1c[nH]c2ccccc12 (stereo not drawn),nt,-2.6%,i,39,-2.3%,nt,nt,nt,nt,-1.7%
O=C(NCCc1ccccn1)C1CCCN1S(=O)(=O)c1ccc(Cl)cc1 (stereo not drawn),nt,1.1%,i,21,3.6%,nt,nt,nt,nt,0.4%

# Further structures.
SMILES,TNAP activation fold,RSV CPE inhibition,T cell modulator,T cell modulator vesicle-bound %,K1F lysis inhibition,M1AAP inhibition,human PMI inhibitors,human PMI inhibition,M17LAP inhibition,West Nile antiviral
CCOc1ccc(Cl)cc1CN1CCOCC1,1,2.0%,i,37,0.3%,5%,-11%,-8%,11%,1.6%
CN(C)C(=O)C(OC(=O)c1ccc2c(c1)CCCC2)c1ccccc1 (stereo not drawn),nt,6.0%,i,17,-0.1%,nt,nt,nt,nt,-1.0%
Cc1ccc(/C=C/C(=O)OCC(=O)N2CC(=O)Nc3ccccc32)o1,1.1,-0.5%,i,57,0.1%,2%,55%*,4%,31%,0.3%
CCc1ccc(OCc2ccc(C(=O)OC)o2)cc1,nt,1.2%,i,34,0.2%,nt,nt,nt,nt,0.8%
COc1ccc(NC(=S)N(CCN(C)C)Cc2cccs2)cc1,1.1,-0.9%,i,44,0.6%,-3%,-5%,-2%,-4%,-0.3%
COc1ccc(C(=O)n2cc(C(=O)c3cc(C)ccc3O)cn2)cc1,1,5.6%,i,44,1.6%,10%,-1%,3%,1%,-0.2%
Cc1cc(=O)[nH]c2nnnn12,nt,-0.3%,i,42,1.3%[50 µM],4%,nt,nt,7%,-0.1%
O=C(Nc1ccccc1)c1ccc(Nc2c([N+](=O)[O-])cc([N+](=O)[O-])c3ccccc23)cc1,1,19%,i,26,-3.7%,11%,6%,2%,-5%,-0.7%
CN(CC(=O)NC1CC(C)(C)NC(C)(C)C1)S(=O)(=O)c1cc(Cl)ccc1Cl,1.1,1.5%,i,52,0.1%,2%,13%,13%,-2%,0.0%
CS/C(=C\[N+](=O)[O-])Nc1ccc(Cl)cc1,1.1,3.9%,i,56,-0.3%,10%,3%,0%,5%,-0.1%
COc1ccc(-c2csc3nc(C)nc(N4CCCCC4)c23)cc1OC,1.1,1.1%,i,40,-0.2%,6%,7%,5%,2%,0.3%
C/C(=N\NS(=O)(=O)c1ccccc1)c1cc(Cl)cc(Cl)c1O,1.1,1.1%,i,41,0.1%,0%,-10%,-21%,14%,-1.3%
CC(C)CC(COCc1ccc(Cl)cc1)N1CCN(C(=O)c2ccc(Cl)cc2Cl)CCC1=O (stereo not drawn),1,-0.7%,i,31,-0.7%,17%,1%,1%,-8%,-0.5%
COc1ccc(CCNS(=O)(=O)c2ccc(Br)cc2)cc1OC,nt,14%,i,52,-1.7%,nt,nt,nt,nt,-0.4%
COc1ccc(Cl)cc1S(=O)(=O)Nc1ccc2c(c1)n(C)c(=O)n2C,nt,2.5%,i,27,-0.1%,nt,nt,nt,nt,-0.1%
O=C(CN1CCN(CC(=O)Nc2ccc(Cl)cc2)CC1)Nc1ccc(F)cc1,nt,-0.8%,i,50,0.2%,nt,nt,nt,nt,-0.5%
Cc1ccccc1NS(=O)(=O)c1ccc2c(c1)n(C)c(=O)n2C,1,-0.1%,i,64,0.3%,1%,-11%,-3%,-16%,-0.3%
Cc1ccc(N(CC(=O)N/N=C/c2ccc(OCC(N)=O)cc2)S(C)(=O)=O)cc1Cl,1,-1.3%,i,43,-0.3%,11%,8%,8%,6%,0.2%
Cc1c(C#N)c(N=CN(C)C)c(C(=O)c2ccc(Br)cc2)n1-c1ccccc1,0.8,0.8%,i,36,0.1%,12%,-14%,-12%,-3%,-1.1%
O=C(CN1CCN(CC(=O)Nc2ccccc2C(F)(F)F)CC1)Nc1ccccc1F,1,1.7%,i,44,0.2%,9%,-5%,-3%,10%,-0.3%
COc1ccc(CC(=O)Nc2ccc(S(=O)(=O)Nc3cc(C)on3)cc2)cc1OC,1.1,1.4%,i,30,1.5%,3%,9%,6%,-10%,0.1%
O=C(CSCc1cc(=O)n2nc(C3CC3)sc2n1)Nc1ccccc1Cl,nt,0.8%,i,38,0.0%,nt,nt,nt,nt,0.1%
CC1(C)CC(CC(=O)Nc2ccccc2[N+](=O)[O-])C(=O)O1 (stereo not drawn),1.1,1.4%,i,36,1.0%,1%,9%,5%,9%,0.2%
CCn1c(COc2ccc(C)cc2)nnc1SCC(=O)Nc1ccc2c(c1)OCCO2,1.1,0.0%,i,13,0.9%,6%,8%,7%,8%,0.3%
COc1cccc(/C=N/n2cnc3c(cnn3-c3ccccc3)c2=O)c1,nt,1.9%,i,18,nt,-2%,nt,nt,-8%,0.1%
Cc1ccccc1-c1noc(-c2cccs2)n1,1.1,1.4%,i,24,-1.5%,4%,12%,10%,-1%,0.1%
COc1cc(C2C(S(=O)(=O)c3ccccc3)CON2C)ccc1OCc1ccc(F)cc1 (stereo not drawn),1,2.0%,i,43,nt,1%,-6%,-4%,5%,-1.4%

# Shown as a hit in human PMI inhibitors, of those listed so far:
smiles	TNAP activation fold	RSV CPE inhibition	T cell modulator	T cell modulator vesicle-bound %	M1AAP inhibition	human PMI inhibitors	human PMI inhibition	M17LAP inhibition	West Nile antiviral
COC(=O)c1ccc(CC(=O)c2c(C)cc(O)cc2O)o1	1.1	-0.4%	i	5	15%	51%*	19%	17%	0.3%
Cc1ccc(/C=C/C(=O)OCC(=O)N2CC(=O)Nc3ccccc32)o1	1.1	-0.5%	i	57	2%	55%*	4%	31%	0.3%

# Screening results deposited in PubChem by several laboratories.
